Rv3671c inh: inhibits the M. tuberculosis serine protease Rv3671c | inhibition, % at 5.96 µM | hit rate 0.048% among 320,000; in the data active means inhibition above about 38%;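 further: extracellular domain of Rv3671c used as enzyme; 0% = enzyme with DMSO and 100% = no enzyme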
BoNT A protease: BoNT A light chain protease inhibition; inhibition, % at 10 µM; AID 588499; multiplex microsphere protease substrate cleavage, flow cytometry; hit rate 0.17% among 360,000; further: plate controls were buffer without enzyme for full effect and enzyme alone for no effect
CCHFV vOTU inh: CCHFV vOTU protease inhibition; Pep-AMC fluorescence; AID 651958; inhibition, % at 11.5 µM; hit rate 0.55% among 370,000; in the data active means inhibition above about 30%; further: 0% = vehicle wells with enzyme and 100% = no enzyme wells
DUSP3 inh: inhibitors of human VHR1 phosphatase (DUSP3). inhibition, % at 13.3 µM. recombinant VHR phosphatase, pNPP absorbance. hit rate 0.52% among 290,000. P51452; in the data active means inhibition above about 50%; further: some compounds called inactive have numbers as strong as hits
Target sequence (P51452 whole entry, looked up): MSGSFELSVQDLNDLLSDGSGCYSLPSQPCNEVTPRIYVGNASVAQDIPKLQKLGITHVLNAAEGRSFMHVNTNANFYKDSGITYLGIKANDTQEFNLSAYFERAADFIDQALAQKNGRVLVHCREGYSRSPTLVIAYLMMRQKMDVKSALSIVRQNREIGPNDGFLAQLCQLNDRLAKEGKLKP
BoNT-F LC inh: blocks Botulinum neurotoxin F light chain protease; hit rate 0.22% among 360,000; Multiplex microsphere protease cleavage assay, flow cytometry; inhibition, % at 10 µM; in the data active means inhibition above about 35%, passing the limit was not always enough; inconclusive means no clear call, values can overlap the other calls; further: plate controls were buffer without enzyme for full effect and enzyme alone for no effect
MazF activator: increases E. coli MazEF RNase cleavage of RNA; activation, % at 20 µM; P0AE70; hit rate 0.32% among 350,000; FAM/BHQ RNA-DNA oligo cleavage fluorescence, 5 h; in the data active means activation above about 50%
Target sequence (P0AE70 whole entry, looked up): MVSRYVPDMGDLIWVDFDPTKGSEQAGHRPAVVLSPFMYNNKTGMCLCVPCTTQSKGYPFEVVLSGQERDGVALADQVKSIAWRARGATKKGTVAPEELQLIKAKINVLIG
SSB-PriA inh: K. pneumoniae PriA-SSBct interaction inhibition. inhibition, % at 33 µM. hit rate 0.6% among 430,000. AlphaScreen SSBct-PriA binding, biotinylated peptide; in the data active means inhibition mostly above about 37%, no sharp cut-off; inactive means mostly below about 20%;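 further: plate controls were negative control peptide for no effect and reference peptide for full effect; strong numbers were not always called active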
Anthrax LF prot: anthrax lethal factor protease inhibition; multiplex microsphere protease cleavage assay, LF; inhibition, % at 10 µM; P15917; hit rate 0.12% among 360,000; further: plate controls were buffer without enzyme for full effect and enzyme alone for no effect
Target sequence (P15917 whole entry, looked up): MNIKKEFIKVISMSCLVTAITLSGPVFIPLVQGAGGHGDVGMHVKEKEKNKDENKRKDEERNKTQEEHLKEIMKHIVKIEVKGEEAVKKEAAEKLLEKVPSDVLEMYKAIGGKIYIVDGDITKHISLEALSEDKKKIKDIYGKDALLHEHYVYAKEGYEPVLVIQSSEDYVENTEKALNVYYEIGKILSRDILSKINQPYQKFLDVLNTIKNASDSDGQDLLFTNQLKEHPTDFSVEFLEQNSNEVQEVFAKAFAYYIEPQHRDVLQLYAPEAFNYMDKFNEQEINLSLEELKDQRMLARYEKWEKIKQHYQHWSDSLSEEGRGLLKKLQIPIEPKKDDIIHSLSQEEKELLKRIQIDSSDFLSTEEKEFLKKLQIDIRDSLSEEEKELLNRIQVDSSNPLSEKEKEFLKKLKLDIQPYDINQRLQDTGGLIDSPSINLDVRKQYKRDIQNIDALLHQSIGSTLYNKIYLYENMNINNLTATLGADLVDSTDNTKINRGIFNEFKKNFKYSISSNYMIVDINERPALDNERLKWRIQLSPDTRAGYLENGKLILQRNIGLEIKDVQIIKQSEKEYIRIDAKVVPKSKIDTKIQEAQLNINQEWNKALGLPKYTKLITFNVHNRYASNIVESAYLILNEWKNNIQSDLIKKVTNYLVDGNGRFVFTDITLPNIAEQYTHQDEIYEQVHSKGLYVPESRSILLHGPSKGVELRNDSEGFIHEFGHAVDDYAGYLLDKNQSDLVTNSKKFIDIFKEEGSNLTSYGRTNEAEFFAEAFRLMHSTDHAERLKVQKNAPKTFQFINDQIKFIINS
SARS 3CLpro inh: SARS-CoV 3CLpro protease inhibition | inhibition, % at 6 µM | hit rate 0.14% among 290,000 | recombinant SARS-CoV 3CLpro, quenched FRET peptide cleavage | AID 1706 | P0C6X7; in the data active means inhibition above about 12%
PrPC surface inh: inhibitors of human cell surface prion protein PrPC. inhibition, % at 13.8 µM. AID 720596. hit rate 0.43% among 370,000. TR-FRET read-out; in the data active means inhibition above about 24%; further: 0% = median of the test wells and 100% = reference compound wells
* hit, by the source's call; ? = inconclusive; · = no result given; & = joins results of further samples. Unless noted, no stated cut-off is given here; in the data, active means inhibition above about 30%; inconclusive means no clear call, values can overlap the other calls; inactive means below that.

SMILES	Rv3671c inh	BoNT A protease	CCHFV vOTU inh	DUSP3 inh	BoNT-F LC inh	MazF activator	SSB-PriA inh	Anthrax LF prot	SARS 3CLpro inh	PrPC surface inh
COC(=O)CCCN1C(=O)c2cccc3cccc(c23)C1=O	0	0.3	-30	8	?	1	-1&-23	6	1	-32
CC(=O)N/C(=C\c1ccc2c(c1)OCO2)C(=O)NC(C(=O)O)c1ccccc1 (centres undefined)	0	0.7	6	4	-1	2	-1	-1	-2	-4
O=C(c1cc(F)ccc1F)C1CCCN(Cc2cccc(Cl)c2)C1 (centres undefined)	1	-0.8	1	4	-4	-9	-45	-14	0	7
CS(=O)(=O)c1ccc(NC(=O)C2CCCN(C(=O)c3ccc(Cl)cc3)C2)cc1 (centres undefined)	-10	-0.4	-6	·	1	4	-15	7	·	-7
CCOCC(=O)N1CCN(Cc2ccc3c(c2)OCO3)CC1	2	0.7	3	12	-10	0	-16	-6	-2	-3
Cn1c(SCC(=O)c2ccc(-c3ccccc3)cc2)nnc1-c1ccco1	-9	-0.6	1	-13	9	-6	-3	3	-2	-2
N#CC1=C(Nc2ccccc2)SC=C(c2ccccc2)N=C1N1CCOCC1	·	0.4	7	10	3	-3	2	-1	4	-14
CCCSc1n[nH]c(NC(C)=O)n1	0	0.1	1	5	2	6	-9	-2	-3	5
CC(C)NC(=O)NC(=O)COC(=O)C1CCCN1C(=O)c1cccs1 (centres undefined)	7	-0.6	-5	16	-4	-8	-6	0	-2	-3
CCS(=O)(=O)N1CCC(NC(=O)C(Cc2cc(OC)ccc2OC)NC(C)=O)CC1 (centres undefined)	-8	-1.4	-6	26	?	7	-14	2	-1	6
COc1ccc(-c2nnc(-c3ccc4ccccc4c3)o2)cc1	·	-1.0	2	·	-7	10	-3	-2	·	0
COc1cc2[nH]c(=O)n(Cc3ccc(C(=O)NCCCN4CCC(C)CC4)cc3)c(=O)c2cc1OC	-9	0.5	-11	26	-3	8	-10	-12	-1	0
CCNC(=O)c1ccc(NS(=O)(=O)c2ccccc2)cc1	0	-1.3	11	2	-26	6	-2	-4	-10	-2
Cn1c(=O)c2c(nc(NCc3ccco3)n2C)n(C)c1=O	9	-0.2	-11	0	-8	-1	-2	-1	1	-5
O=C(NCc1cccc(C(F)(F)F)c1)c1csc([C@H]2C[C@H](O)[C@@H](CO)O2)n1	·	-0.1	7	·	2	·	·	-1	·	-7
O=C(NCC(=O)N1CCN(C(c2ccccc2)c2ccccc2)CC1)c1ccccc1F	-4	-1.0	-13	-3	-11	-6	-7	1	2	11
Cc1cc(C(=O)COc2ccc(Br)cc2F)c(C)n1C1CC1	-2	-0.4	1	·	-2	3	-7	-3	·	-1
O=C(Nc1nc2ccc(S(=O)(=O)N3CCOCC3)cc2s1)c1cccs1	-12	-0.4	12	-28	-8	29	-5	-2	-3	-1
COc1cc(O)c(C(CC(=O)N2CCCC2)c2ccc(N(C)C)cc2)c(OC)c1 (centres undefined)	1	-0.4	12	26	0	-5	7	-2	·	0
CCCc1cc(C(=O)Nc2cccc(Cl)c2C)no1	-6	0.4	1	6	1	7	-21	-3	5	18
CCCCNC(=O)CCn1c(=O)c2cccn2c2ccc(F)cc21	·	-0.9	-2	-20	18	2	-3	-8	-2	2
COc1ccc(CNC(=O)C(Cc2ccccc2)n2cccc2)cc1 (centres undefined)	-7	-1.0	4	16	-6	2	1	-3	0	5
CC(=O)CC(=O)NC1C2CC3CC(C2)CC1C3 (centres undefined)	0	·	-8	21	·	2	-15	·	7	-2
O=C(NC1CCCCCCC1)C1CCN(S(=O)(=O)N2CCC3(CC2)OCCO3)CC1	-7	-0.6	3	39	-2	-2	-17	-8	-2	-1
CCC(=O)Oc1c(S(=O)(=O)c2ccc(C)cc2)c(C)nn1C(C)(C)C	-7	1.0	15	7	4	3	-17	-2	-4	-4
CCCCOc1ccc(C(=O)Nc2ccc3c(c2)OCO3)cc1	-4	-1.7	-2	18	1	3	-10	-2	8	11
CN(CC(=O)Nc1cccc(F)c1)C(=O)c1cc(S(=O)(=O)N2CCCCC2)ccc1N1CCOCC1	-5	-1.2	0	·	-6	5	-7	?	·	3
Cc1ccc(C(=O)NCC(=O)OC(C)C(=O)Nc2ccccc2[N+](=O)[O-])s1 (centres undefined)	2	2.2	7	·	4	8	2	1	·	-18
O=C(CCn1c(=O)sc2ccccc21)Nc1nc2ccccc2s1	-11	-0.3	4	11	-8	4	-1	-2	1	2
O=C(NC(c1ccccc1)c1ccccc1)C1CCCO1 (centres undefined)	8	-0.6	6	10	0	9	-8	-5	0	4
Cc1cc(C)c(OCCN2C(=O)NC(C)(C)C2=O)c(Cl)c1	-1	0.2	-6	2	0	-2	-14	-2	-7	-8
Cc1[nH]c(C)c(S(=O)(=O)N2CCCCC2)c1C(=O)N1CCCC1	-1	-1.8	4	21	-1	-5	1	-1	-4	-7
COC(=O)c1ccc(-c2cc(CC3(C(=O)OC)CCN(C(=O)OC(C)(C)C)CC3)on2)cc1	0	-0.2	6	33	0	-1	10	0	-5	2
CCOC(=O)c1cccnc1NC(=O)c1ccccc1	2	-0.1	-2	5	3	5	-4	1	-5	-8
O=C(Cn1cccc1C(=O)c1ccccc1)NCc1ccc2c(c1)OCO2	-1	0.0	-4	5	-11	-18	-20	-4	7	5
COc1ccc(OC)c(NC(=O)NNS(=O)(=O)c2ccc(C)cc2C)c1	-10	-2.6	1	10	-6	0	6	-2	-2	7

Four structures out of the list, arranged by number of heavy atoms, ascending.
SMILES	Rv3671c inh	BoNT A protease	CCHFV vOTU inh	DUSP3 inh	BoNT-F LC inh	MazF activator	SSB-PriA inh	Anthrax LF prot	SARS 3CLpro inh	PrPC surface inh
Cc1cc(C)c(OCCN2C(=O)NC(C)(C)C2=O)c(Cl)c1	-1	0.2	-6	2	0	-2	-14	-2	-7	-8
O=C(c1cc(F)ccc1F)C1CCCN(Cc2cccc(Cl)c2)C1 (centres undefined)	1	-0.8	1	4	-4	-9	-45	-14	0	7
COc1ccc(OC)c(NC(=O)NNS(=O)(=O)c2ccc(C)cc2C)c1	-10	-2.6	1	10	-6	0	6	-2	-2	7
Cc1ccc(C(=O)NCC(=O)OC(C)C(=O)Nc2ccccc2[N+](=O)[O-])s1 (centres undefined)	2	2.2	7	·	4	8	2	1	·	-18

(continued)
SMILES	Rv3671c inh	BoNT A protease	CCHFV vOTU inh	DUSP3 inh	BoNT-F LC inh	MazF activator	SSB-PriA inh	Anthrax LF prot	SARS 3CLpro inh	PrPC surface inh
CCC(=O)c1ccc(OC)c(OC)c1	0	1.2	-2	21	1	-16	-14	-5	0	5
CC(C)(C)S(=O)N1Cc2cc(C(=O)N3CCc4ccccc4C3)nc(-c3cccc(-c4ccncc4)c3)c2[C@H]1CCO (some centres undefined)	·	1.1	24	·	-24	·	·	-5	·	5
CCc1ccc2[nH]c(=O)c(CN(CCN3CCCC3)C(=O)NC3CCCCC3)cc2c1	9	0.2	2	16	1	7	-21	1	0	1
COc1ccc(C(=O)NC(=S)N(CCC(C)C)c2c(N)n(Cc3ccccc3)c(=O)[nH]c2=O)cc1	-9	0.2	-5	-12	-3	7	-7	-3	2	-1
COc1ccc(CCNC(=O)c2ccc([N+](=O)[O-])cc2Cl)cc1OC	-2	?	11	·	?	2	-2	8	·	-40
O=C(c1cccs1)N(Cc1ccco1)C1CCS(=O)(=O)C1 (centres undefined)	-1	2.6	10	17	5	0	1	1	1	-2
Cc1cc(C)c(S(=O)(=O)NCc2cccnc2)c(C)c1	2	-4.9	-18	-8	-25	9	-8	6	-4	46*
Cc1onc(-c2ccccc2Cl)c1C(=O)NNC(=O)c1ccccc1F	0	-3.0	-9	17	-2	5	7	4	-5	5
Cc1ccc(-c2csc3ncn(CC(=O)O)c(=O)c23)cc1C	-3	2.8	4	-1	2	1	-9	2	0	6
CCOc1ccc(CCN2C(=S)N([C@@H](Cc3ccc(O)cc3)CN3CCC[C@@H]3CN3C(=S)NC[C@@H]3CC(C)C)C[C@@H]2CC(C)C)cc1	·	-0.1	17	·	-17	·	·	-17	·	6
O=C(Nc1ccccc1N1CCCCC1)c1ccc(-c2cccc(Cl)c2)o1	-11	-0.7	24	-1	1	1	-21	-5	3	11
COc1cc(CN2CCNC(=O)C2CC(=O)NCCc2ncccc2C)cc(OC)c1 (centres undefined)	5	-0.5	-7	17	-2	-5	-14	-3	-5	-1
COc1cc(-c2nnc(-c3ccccc3)o2)cc(OC)c1OC	10	0.2	0	9	-11	4	-13	-2	-5	-14
Cc1ccc2nc(SCC(=O)N3CCN(c4ccccc4)CC3)[nH]c2c1	-4	0.6	-11	16	-9	10	3	5	5	5
CC1(C)C(=O)OC(/C=C/c2cccc([N+](=O)[O-])c2)C(C)(C)C1=O (centres undefined)	-1	0.6	-4	41	-17	4	9	-2	2	3
N#Cc1cc2ccccc2nc1N	10	0.2	-62	-3	-2	-3	-5	1	6	2
O=C(CN1CCC(NC(=O)Nc2ccccc2-c2ccccc2)CC1)NCc1ccco1	-2	-0.4	1	21	-4	3	-6	-5	0	-3
CC(=O)NCCNC(=O)C1(C)Cc2c(-c3cccc(NC(C)=O)c3)ccnc2O1 (centres undefined)	·	-0.3	-7	·	-9	·	·	2	·	-2
CC(C)(C)NC(=O)CN(CCN1CCOCC1)C(=O)CNS(=O)(=O)c1ccccc1	2	-2.2	-12	-2	6	7	-4	9	0	0
COc1cc(/C=N/Nc2ccccc2)ccc1OC(=O)c1cccs1	6	·	-13	13	·	5	·	·	4	7
COc1cc2c(cc1OC)C(C(=O)N(C)C1CCCCC1)C1CCCCN1C2=O (centres undefined)	-6	0.7	-4	-12	4	-3	-12	0	-1	-4
Cc1ccc(S(=O)(=O)/N=C(/Nc2cccc(O)c2)c2ccccc2)cc1	9	0.7	1	-8	5	8	·	0	-3	0
O=C(Nc1ccccc1N1CCN(C(=O)c2ccccc2)CC1)c1ccc2c(c1)OCO2	-5	-3.2	15	26	-7	-2	-10	0	-3	-5
Cc1ccc(S(=O)(=O)C2(C(=O)N(C)C3CCCCC3)CC2)cc1	-1	-0.1	·	3	-4	-2	-10	-1	2	·

Only Anthrax LF prot and PrPC surface inh, for some of the entries so far:
SMILES	Anthrax LF prot	PrPC surface inh
O=C(CN1CCC(NC(=O)Nc2ccccc2-c2ccccc2)CC1)NCc1ccco1	-5	-3
CC(=O)NCCNC(=O)C1(C)Cc2c(-c3cccc(NC(C)=O)c3)ccnc2O1 (centres undefined)	2	-2
CC(C)(C)NC(=O)CN(CCN1CCOCC1)C(=O)CNS(=O)(=O)c1ccccc1	9	0
COc1cc(/C=N/Nc2ccccc2)ccc1OC(=O)c1cccs1	·	7

(cont.)
SMILES	Rv3671c inh	BoNT A protease	CCHFV vOTU inh	DUSP3 inh	BoNT-F LC inh	MazF activator	SSB-PriA inh	Anthrax LF prot	SARS 3CLpro inh	PrPC surface inh
CCCCCCNc1ccc(C(=O)OCC)cc1	·	-0.6	11	·	-7	·	·	-1	·	6
CCOC(=O)c1[nH]c(C)c(C(=O)NC2CCN(C(=O)OCC)CC2)c1C	-2	-0.8	-3	-5	-2	2	-4	4	3	-4
Nc1ncnc2c1nc(SCCO)n2Cc1ccccc1	4	0.3	7	2	-2	1	4	2	-2	1
c1ccc(CNc2ncnc3sccc23)cc1	-7	5.6	6	-24	23	7	-27	14	-1	6
CCCCN1C(C(=O)Nc2cc(C)on2)=C(O)c2ccccc2S1(=O)=O	6	-0.9	9	26	-3	5	-12	-5	6	-3
CCN(CC)C(=O)CSc1nnc(-c2ccc(S(=O)(=O)N3CCOCC3)cc2)n1C	-7	-2.9	15	-35	8	8	-5	-17	-5	4
COc1ccc(NC(=S)N/N=C2\CC(C)(C)Oc3ccc(OC)cc32)cc1	-1	-1.2	3	17	-1	2	·	-2	4	11
Cc1cc(C(=O)CSc2nc3ccccc3[nH]2)c(C)n1CC1CCCO1 (centres undefined)	2	-7.9	19	9	-10	-4	11	-5	-1	44*
O=S(=O)(NCCC1=CCCCC1)c1cccc(Br)c1	-1	·	7	·	·	-4	-62	·	·	1
OCC1OC(Oc2c[nH]c3ccccc23)C(O)C(O)C1O (centres undefined)	-13	0.2	2	·	5	6	-24	-16	·	-6
CC(CN1CCOCC1)OC(=O)c1cccc(Br)c1 (centres undefined)	-1	0.3	14	18	-24	5	-5	0	-4	1

High-throughput results deposited in PubChem BioAssay by several laboratories.

This is a subset; rates above refer to the full screens.
